# From PubChem
# Pol kappa inh: DNA polymerase kappa (human) inhibition | 0.53% of 400,000 active | Potency, µM (doses to about 107 µM), for inactives: top-dose activity, negative = inhibition, actives largely listed as inhibitors | purified Pol kappa, fluorescent DNA synthesis assay, 10 min; further: potency means the concentration at half of the fitted maximal effect; on the % scale 0 is the no-effect control and ±100 the full control effect
#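 50 nM final substrate added after 15 min RT preincubation of 10 nM Pol kappa with compound; fluorescence read at 0 and 10 min.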
# APE1 inh: inhibitors of human APE1 endonuclease. P27695. recombinant APE1, TAMRA/BHQ-2 abasic DNA cleavage fluorescence. Potency, µM (doses to about 65.8 µM), without a hit: top-dose activity change, negative = inhibition, hits mostly inhibitors. 0.35% of 350,000 active. AID 2517;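 further: potency means the concentration at half of the fitted maximal effect; plate controls were vehicle for no effect and reference inhibitor for full effect; nearly all actives have a fitted effect of over 55% in size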
#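 Incision of a quenched TAMRA/BHQ-2 THF abasic-site duplex (50 nM) by 0.75 nM APE1, after 15 min compound preincubation, measured as fluorescence increase over three 60 s reads. Values normalized to buffer, DMSO and NSC13755 control wells.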
# BLM inh: blocks DNA unwinding by human BLM helicase; P54132; Potency, µM (top dose mostly 56.1 µM), without a hit: top-dose activity change, negative = inhibition, usual class: inhibitors; 0.2% of 350,000 active; recombinant BLM DNA unwinding, fluorescence dequenching;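 further: potency means the concentration at half of the fitted maximal effect; plate controls were vehicle for no effect and no enzyme for full effect; nearly all actives have a fitted effect of over 35% in size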
# Target sequence (P54132 whole entry, looked up): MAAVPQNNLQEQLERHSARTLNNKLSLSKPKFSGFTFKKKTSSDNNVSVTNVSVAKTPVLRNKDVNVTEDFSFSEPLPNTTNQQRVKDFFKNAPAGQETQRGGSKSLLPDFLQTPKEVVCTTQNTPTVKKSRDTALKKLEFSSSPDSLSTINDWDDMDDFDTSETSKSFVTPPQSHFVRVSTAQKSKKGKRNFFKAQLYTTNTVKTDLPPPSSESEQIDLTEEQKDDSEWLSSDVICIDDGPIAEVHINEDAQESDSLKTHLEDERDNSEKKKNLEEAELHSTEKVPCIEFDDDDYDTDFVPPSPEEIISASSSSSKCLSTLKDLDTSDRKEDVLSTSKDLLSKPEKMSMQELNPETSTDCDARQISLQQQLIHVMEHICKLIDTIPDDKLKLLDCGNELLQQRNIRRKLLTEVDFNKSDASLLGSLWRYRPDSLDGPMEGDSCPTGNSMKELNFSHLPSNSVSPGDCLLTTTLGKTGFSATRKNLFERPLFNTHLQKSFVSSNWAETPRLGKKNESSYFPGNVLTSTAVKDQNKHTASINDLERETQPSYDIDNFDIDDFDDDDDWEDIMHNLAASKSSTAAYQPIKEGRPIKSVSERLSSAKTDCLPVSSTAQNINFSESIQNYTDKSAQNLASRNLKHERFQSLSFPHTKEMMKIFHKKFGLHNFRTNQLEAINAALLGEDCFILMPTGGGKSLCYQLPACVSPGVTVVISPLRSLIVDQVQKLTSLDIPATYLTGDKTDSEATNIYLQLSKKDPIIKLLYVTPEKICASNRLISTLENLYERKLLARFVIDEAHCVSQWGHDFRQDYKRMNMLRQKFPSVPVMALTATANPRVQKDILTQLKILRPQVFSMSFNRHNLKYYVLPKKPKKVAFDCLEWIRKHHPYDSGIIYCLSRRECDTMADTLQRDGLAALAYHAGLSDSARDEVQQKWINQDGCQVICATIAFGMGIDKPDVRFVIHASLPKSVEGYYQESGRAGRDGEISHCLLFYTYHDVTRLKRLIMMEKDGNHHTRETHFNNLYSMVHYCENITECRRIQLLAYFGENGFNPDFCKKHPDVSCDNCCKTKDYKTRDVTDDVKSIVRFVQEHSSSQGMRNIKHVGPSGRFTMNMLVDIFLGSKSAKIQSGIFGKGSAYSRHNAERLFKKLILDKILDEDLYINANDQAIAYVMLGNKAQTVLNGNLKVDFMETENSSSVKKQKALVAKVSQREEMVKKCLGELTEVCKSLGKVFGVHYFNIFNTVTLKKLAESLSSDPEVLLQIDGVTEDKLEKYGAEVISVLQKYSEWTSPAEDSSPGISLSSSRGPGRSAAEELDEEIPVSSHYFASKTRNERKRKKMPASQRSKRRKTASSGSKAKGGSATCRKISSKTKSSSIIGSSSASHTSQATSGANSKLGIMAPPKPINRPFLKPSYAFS
# LDHA block: inhibitors of human lactate dehydrogenase A; AID 1347041; purified LDHA, NADH/diaphorase-resazurin fluorescence; hits give low values; P00338; activity change, % (values are at about 110 or 230 µM); 0.15% of 480,000 active; in the data active means activity change below about -30%; inconclusive means mostly about -25% to -30%;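 further: plate controls were DMSO wells for no effect and wells without enzyme for full effect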
#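 LDH5 2 nM; NADH 0.06 mM, pyruvate 0.2 mM; 200 mM Tris pH 7.4, EDTA, Tween-20; 5 min RT. Detection: diaphorase 0.133 mg/mL + resazurin 37 µM, fluorescence ex540/em590 at 0 and 20 min; normalized to enzyme-free and DMSO wells.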
# Anesthetic bind: binds horse apoferritin like a general anesthetic. P02791. apoferritin/1-aminoanthracene competitive binding, fluorescence. Potency, µM (highest dose often 77.5 µM), without a hit: at the top dose activity change, negative = displacement, most hits filed as inhibitors. 0.074% of 350,000 active. AID 485281; further: potency means the concentration at half of the fitted maximal effect; on the % scale 0 is the no-effect control and ±100 the full control effect; nearly all actives have a fitted effect of over 20% in size
#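 In PBS, apoferritin at 10 uM is loaded with 1-AMA from a 50% saturated solution. After 10 min of compound exposure at ambient temperature, reduced 535 nm fluorescence indicates probe displacement.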
# Glioma ERSR ind: induces the endoplasmic reticulum stress response in human glioma cells; U87-MG GRP78 promoter luciferase reporter, 16 h; Potency, µM, for the others: top-dose activation, hits mostly activators; 0.02% of 420,000 active; AID 602332; further: potency means the concentration at half of the fitted maximal effect; series mostly up to about 76 µM; % of control where 0% means no effect; nearly all actives have a fitted effect of over 35% in size
#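 ERSR induction read as luciferase luminescence (Bright-Glo, 10 min at room temperature) in stably transfected human U87-MG glioma cells exposed to compounds for 16 h, using GRP78 as sensor.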
# POLB inh: DNA polymerase beta (human) inhibition. Pol beta primer extension/strand displacement, fluorescence kinetic. 1.3% of 340,000 active. P06746. Potency, µM (series often up to 114 µM), for the others: at the top dose activity change, negative = inhibition, hits mostly inhibitors; further: potency means the concentration at half of the fitted maximal effect; on the % scale 0 is the no-effect control and ±100 the full control effect
#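 Preincubation: enzyme (10 nM) with compound, 15 min, RT. Reaction: substrate added to 50 nM final. Reads: 0 and 10 min. Analysis: normalized, Hill fit.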
# Pol iota inh: inhibitors of human DNA polymerase iota. Pol iota fluorescent replication assay, 10 min. Potency, µM (series often up to 115 µM), for the others: at the top dose activity, negative = inhibition, actives largely listed as inhibitors. 1% of 390,000 active. Q9UNA4; further: potency means the concentration at half of the fitted maximal effect
#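 Pol iota at 10 nM preincubated 15 min with compounds at room temperature; reaction started with fluorescent substrate, 50 nM final. Fluorescence read kinetically at 0 and 10 min; buffer-only wells as negative control.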
# POLH inh: blocks human DNA polymerase eta activity; Q9Y253; recombinant Pol eta, fluorescent DNA replication assay; Potency, µM (titrated, usually from 114 µM), inactives show at the highest dose activity change, negative = inhibition, hits mostly inhibitors; 1.2% of 390,000 active; AID 588591; further: potency means the concentration at half of the fitted maximal effect; on the % scale 0 is the no-effect control and ±100 the full control effect
#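 Fluorescent replication assay: 50 nM final substrate added after a 15 min room-temperature compound preincubation with 10 nM enzyme. Signal taken at 0 min and again at 10 min.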
# * hit, by the source's call; ? = inconclusive; / = no result given; & = joins results of further samples; [ ] = dose if it differs, or a comment. Unless noted, the call rests on the fitted dose curve; in most records, active means well fitted curve in the direction sought with a large enough effect; inconclusive means small, poorly fitted or top-dose-only effect, or another doubt; inactive means no such curve, though single readings can be large; an effect the other way counts as inactive or inconclusive.
SMILES,Pol kappa inh,APE1 inh,BLM inh,LDHA block,Anesthetic bind,Glioma ERSR ind,POLB inh,Pol iota inh,POLH inh
Cc1cccc(C)c1NC(=O)C(C)c1ccc(-c2ccccc2)c(F)c1 (centres undefined),-6%,0%,0%,-4,-5%,-6%,31%,4%,-18%
CCCNC(=O)c1onc(CSc2cccc(OC)c2)c1C(=O)NCCC,-18%,18%,-6%,-7,-10%,-3%,0%,12%,-12%
Cc1c(C=O)c2ccccc2n1CCOc1ccccc1,-11%,41%,-5%,-1,-20%,-5%,1%,11%,-11%
COc1ccc(CNC(=O)c2ccc(C)cc2)cc1,-3%,2%,4%,5,-6%,3%,/,17%,/
O=C(O)c1ccc(NC(=O)c2ccc(Cl)cc2)c(NC(=O)c2ccc(Cl)cc2)c1,-23%,10%,-6%,-7,-7%,2%,4%,17%,5%
CC1=C(C(=O)Nc2cccc(C(=O)N3CCN(c4cccc(C(F)(F)F)c4)CC3)c2)SCCO1,6%,62%[activator],-11%,0,-1%,-5%,-16%,39%[activator],?
CN(Cc1ccccc1)C(=O)c1ccccc1Br,-17%,23%,0%,-2,-16%,-1%,38%,8%,-8%
COC(=O)c1ccccc1NC(=S)N1CCC(N2CCCCC2)CC1,0%,-4%,2%,-9,-9%,-4%,0%,?,-15%
Cc1cc(C)n2nc(C(=O)Oc3ccc4c(c3)OCO4)nc2n1,-1%,14%,3%,9,-8%,-5%,-2%,30%,-2%
CCCCCCCCN(CCCCCCCC)c1ccc(/C=C/c2ccnc3ccccc23)cc1,-6%,/,/,0,/,0%,/,-11%,/
Cc1cccc(OCC(=O)NCC2(N3CCN(C)CC3)CCCCC2)c1,0%,/,5%,-7,-1%,-2%,4%,28%,-7%
CN1CCN(c2ccc(NC(=O)c3cccc(OCc4ccccc4)c3)cc2)CC1,0%,0%,1%,-3,-1%,-7%,5%,3%,-9%
COc1ccc(C(=O)COC(=O)CCN2C(=O)C3CC=CCC3C2=O)c(OC)c1 (centres undefined),-12%,9%,/,7,/,-1%,/,40µM*,?
COCCCNC(=S)NNC(=S)Nc1ccc(F)cc1F,-8%,-2%,-3%,-6,1%,2%,6%,8%,-19%
COc1ccc2cc(Br)ccc2c1CC(=O)NC(C)(C)C,-7%,?,-11%,-2,-7%,-5%,21%,-3%,-9%
Cc1ccccc1C(=O)Nc1nc(-c2cccnc2)cs1,?,-5%,-14%,3,-8%,-1%,4%,?,-12%
COc1cc(/C=N/Nc2ccc(C)cc2)cc(Br)c1O,-5%,-4%,-4%,21,?,-6%,-16%,70%[activator],-2%
O=S(=O)(NC(=S)NC1CCCCC1)c1ccc(Br)cc1,-8%,4%,4%,-9,-7%,-3%,3%,77%[activator],0%
CCOc1ccc(N2Nc3n[nH]c(N)c3N2)cc1,3%,3%,1%,0,-11%,1%,-12%,-2%,-9%
O=c1ccc2c(OCCCCOc3ccccc3)c3ccoc3cc2o1,0%[60.1 µM],-11%,-2%,/,-7%,1%,/,/,/
Cc1ccc(N2CCN(CC(O)COc3cccc(C)c3)CC2)cc1 (centres undefined),-4%,24%,-7%,-1,-5%,-2%,29%,-18%,-16%
CCc1ccc(CNC(=O)c2ccc(OC)c(OC3CCN(C(C)C)CC3)c2)nc1,-1%,5%,-1%,-11,-10%,2%,21%,26%,-19%
Cc1ccc(-c2noc(C3CCCN(C(=O)c4ccc(Cl)cc4)C3)n2)o1 (centres undefined),1%,57%[activator],-2%,-4,-11%,-1%,-15%,41%[activator],-9%
Cc1ncoc1C(=O)N1CCCC(C(=O)c2cccc3ccccc23)C1 (centres undefined),1%,14%,-2%,2,-8%,-2%,36%[activator],22%,-9%
COc1ccc(CCNC(=O)CCc2cn(Cc3ccc(C)cc3)c3ccccc23)c(OC)c1OC,-13%,/,-5%,-6,70%[activator],-2%,18%,1%,-19%

# The results go on:
SMILES,Pol kappa inh,APE1 inh,BLM inh,LDHA block,Anesthetic bind,Glioma ERSR ind,POLB inh,Pol iota inh,POLH inh
Cc1ccc(NC(=O)COC(=O)c2c(-c3ccccc3)noc2C)c(C)c1,12%,37%,/,1,/,-4%,/,-1%,-5%
Cc1nn2c(-n3ccnc3C)c3c(nc2c1-c1ccccc1)CCC3,5%,1%,3%,-2,-9%,-4%,-8%,10%,-6%
COc1ccc(C2Nc3ccccc3C(=O)N2NC(C)=O)cc1OC (centres undefined),2%,3%,0%,2,96%[activator],-3%,25%,28%,-15%
Cn1cnnc1SCC(=O)Nc1ccc(F)cc1F,-9%,14%,-1%,-3,-5%,-3%,22%,6%,1%
CCSc1oc(-c2cccs2)nc1S(=O)(=O)c1ccc(Br)cc1,-2%,/,-8%,-4,-1%,-4%,1%,3%,-16%
CCc1cccc(NC(=O)c2cc3c(=O)[nH]c4ccccc4c3n2C)c1,-14%,/,-11%,-3,-9%,-3%,-10%,-11%,4%
O=C(CSc1nnc(-c2ccc(Cl)cc2)o1)N1CCc2ccccc21,4%,/,-1%,-5,-4%,0%,9%,-2%,-19%
OC(CN1CCOCC1)(c1ccccc1)c1ccccn1 (centres undefined),-2%,-7%,0%,-8,4%,-2%,2%,139%[activator],-18%
CCOC(=O)C1=C(C)NC(=NC)SC1c1ccccc1 (centres undefined),-1%,3%,-5%,-5,-12%,-5%,8%,39%[activator],-21%
Cc1ccc(C(C)(O)CS(=O)(=O)Cc2ccccc2)cc1 (centres undefined),-1%,2%,-4%,-6,-9%,3%,1%,14%,-19%
Cc1cc(Sc2nc(NC(C)(C)C)nc(N3CCOCC3)n2)nc(Cl)n1,1%,-1%,0%,-8,0%,-6%,-6%,238%[activator],-13%
NS(=O)(=O)c1ccc(Nc2nc(-c3ccccc3)cs2)cc1,-6%,-6%,-20%,-10&0,-5%,8%,-2%,-10%,-17%
COc1ccccc1CCc1nnc(CCC(=O)NC(C)Cc2cccnc2)o1 (centres undefined),-3%[60.1 µM],3%,-12%,-4,-2%,0%,4%,47%[activator],-20%
Cc1ccc(CCNC(=O)CS(=O)Cc2nc(-c3ccccc3Cl)oc2C)cc1 (centres undefined),8%&-7%,3%,0%&-3%,0&-4,?,-5%&-1%,-21%&11%,10%&25%,-14%&-15%
CCCCNS(=O)(=O)c1ccc2nc(-c3cccnc3)cc(C(=O)NC(C)CC)c2c1 (centres undefined),0%,6%,-4%,-2,99%[activator],-3%,0%,-4%,1%
CCOC(=O)N1CCc2c(sc3c2C(=O)NC(c2cc(OC)c(O)c(OC)c2)N3)C1 (centres undefined),-3%[60.1 µM],/,-2%,26,-6%,-4%,?,-26%,?
CC1CC(C)CN(C(=O)CCNC(=O)Cn2cnc3ccccc3c2=O)C1 (centres undefined),-17%,-22%,1%,-3,-8%,2%,27%,38%[activator],-1%
Cc1c(OC(C)C(=O)NCCCN2CCOCC2)ccc2c3c(c(=O)oc12)CCCC3 (centres undefined),7%,38%,4%,1,-6%,1%,40%,-1%,4%
COC(=O)c1ccccc1NC(=O)CSc1nc2ccccc2nc1Cc1ccccc1OC,2%[60.1 µM],/,-4%,-1,650%[activator],-2%,12%,8%,-4%
CCOc1ccccc1-n1c(SCC(N)=O)nnc1-c1ccco1,-14%,?,-4%,-2,-14%,-4%,-5%,-17%[58.9 µM],0%
CCOc1ccc(C(=O)Cc2cc(OC)c(OC)cc2[N+](=O)[O-])cc1,0%,-3%,0%,6,-9%,2%,17%,-31%,1%
O=c1[nH]/c(=C/c2ccc3c(c2)OCO3)c(=O)[nH]/c1=C\c1ccc2c(c1)OCO2,0%,/,/,-1,/,-3%,/,-16%,/
O=C(Cc1ccc(Br)cc1)N(Cc1ccccc1)c1ccccn1,-4%,-5%,0%,-6,-15%,-2%,-16%,?,-23%
COc1ccc(NC(=O)COC(=O)[C@@H](NC(=O)c2c(F)cccc2F)C(C)C)cc1,-4%,1%,-3%,-3,-4%,-5%,-21%,-7%,-24%
Cc1ccc(NC(=O)c2ccc(C)cc2)cc1,-20%,-1%,/,-8,/,-9%,/,22%,-20%

# Looked up by structure from the list above, four records:
SMILES,Pol kappa inh,APE1 inh,BLM inh,LDHA block,Anesthetic bind,Glioma ERSR ind,POLB inh,Pol iota inh,POLH inh
Cc1c(OC(C)C(=O)NCCCN2CCOCC2)ccc2c3c(c(=O)oc12)CCCC3 (centres undefined),7%,38%,4%,1,-6%,1%,40%,-1%,4%
CC1CC(C)CN(C(=O)CCNC(=O)Cn2cnc3ccccc3c2=O)C1 (centres undefined),-17%,-22%,1%,-3,-8%,2%,27%,38%[activator],-1%
Cc1c(C=O)c2ccccc2n1CCOc1ccccc1,-11%,41%,-5%,-1,-20%,-5%,1%,11%,-11%
COc1ccc(CCNC(=O)CCc2cn(Cc3ccc(C)cc3)c3ccccc23)c(OC)c1OC,-13%,/,-5%,-6,70%[activator],-2%,18%,1%,-19%

# Going on with the list:
SMILES,Pol kappa inh,APE1 inh,BLM inh,LDHA block,Anesthetic bind,Glioma ERSR ind,POLB inh,Pol iota inh,POLH inh
COc1ccc(S(=O)(=O)N2CCCCCC2)cc1NC(=O)c1ccccc1S(C)(=O)=O,-15%,1%,/,-6,/,-4%,/,52%[activator],-22%
Cc1cccc(-n2nnc(-c3nc(-c4ccccc4)no3)c2N)c1C,-7%[60.1 µM],/,-1%,-3,-9%,0%,26%,20%,-8%
CCOc1ccc(/C=N/OCC(=O)NCc2cccs2)cc1,-12%,4%,-1%,0,-10%,-2%,-24%,-6%,-19%
COC(=O)c1scc(-c2ccccc2)c1S(=O)(=O)Nc1ccc(C)c(Cl)c1,-6%,/,-12%,3,?,-1%,?,13%,-27%
COc1cccc(C(=O)NNC(=O)/C=C/c2ccccc2)c1,-1%,22%,3%,-2,-11%,-4%,?,45%[activator],-6%
CC(C)(C)C(=O)CN1C(=O)NC2(CCOc3ccccc32)C1=O (centres undefined),-3%,59%[activator],-9%,2,-4%,-4%,28%,-10%,-4%
CCOC(=O)c1ccc(-c2c(C)cc3oc(=O)cc(-c4ccccc4)c3c2C)cc1,6%,11%&-1%,-12%[75.6 µM],0,?,-1%&-3%,/,29%,-18%
Cc1cccc(N2CCN(S(=O)(=O)c3ccc4oc(=O)c5ncn(C)c5c4c3)CC2C)c1 (centres undefined),-1%,/,-4%,1,60%,4%,92%,-24%,7%
O=C(O)c1oc2ccccc2c1CN1CCN(c2ccccc2)CC1,-3%,12%,-2%,-6,-6%,-4%,-2%,7%,-6%

# Only part of the results is shown; rates above refer to the full screens.
